mcGAS inh – cyclic GMP-AMP synthase inhibitors, mouse, primary biochemical chemiluminescence | recombinant cGAS, Kinase-Glo ATP depletion luminescence | inhibition, % at 12.5 µM | actives 0.15% (n = 160,000);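 further: 0% = negative control wells and 100% = reference inhibitor with no enzyme activity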
hcGAS lum – Primary biochemical luminescence assay for human cyclic GMP-AMP synthase inhibitors; actives 0.081% (n = 290,000); inhibition, % at 12.5 µM; recombinant h-cGAS, ATP depletion, Kinase-Glo luminescence;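 further: 0% = vehicle reaction and 100% = reaction without DNA for no activity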
Target sequence (Q8N884 whole entry, looked up): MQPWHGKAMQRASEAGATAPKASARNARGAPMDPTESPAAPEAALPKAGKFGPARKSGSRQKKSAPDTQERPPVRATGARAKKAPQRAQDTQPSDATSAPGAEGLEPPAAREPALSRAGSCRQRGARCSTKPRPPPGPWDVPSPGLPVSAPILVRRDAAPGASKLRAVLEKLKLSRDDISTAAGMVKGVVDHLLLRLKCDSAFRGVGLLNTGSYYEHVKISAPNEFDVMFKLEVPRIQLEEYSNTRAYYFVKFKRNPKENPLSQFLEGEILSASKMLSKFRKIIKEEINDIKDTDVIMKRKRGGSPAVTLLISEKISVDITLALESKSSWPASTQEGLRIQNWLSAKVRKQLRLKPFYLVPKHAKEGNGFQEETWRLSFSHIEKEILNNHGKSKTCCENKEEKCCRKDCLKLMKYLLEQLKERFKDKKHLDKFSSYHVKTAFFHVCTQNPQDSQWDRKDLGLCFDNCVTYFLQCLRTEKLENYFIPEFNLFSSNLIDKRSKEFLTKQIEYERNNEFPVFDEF
NPYLR7 ag – agonists of mosquito NPYLR7 receptor, primary screen, cell-based, Aedes aegypti, calcium fluorescence, mosquito biting behavior | actives 0.15% (n = 270,000) | activation, % at 10 µM | Aedes aegypti neuropeptide Y-like receptor 7 (NPYLR7) | HEK293T NPYLR7/Galpha15, GCaMP6s calcium fluorescence; in the data active means activation above about 40%;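 further: 0% = vehicle and 100% = reference agonist at the receptor; some compounds past the cut are filed as inactive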
Active calls of the source: *; . = not tested or not shown; & = joins results of further samples. Unless noted, no stated cut-off is given here; in the data, active means inhibition above about 40%; inactive means the rest.

SMILES	mcGAS inh	hcGAS lum	NPYLR7 ag
O=C(c1csnn1)N1CCC(C2CCN(Cc3cccc(F)c3F)CC2)C1 (stereo not given)	.	-5	0
CCCCS(=O)(=O)N1C[C@@H](CO)[C@@H]2Oc3ccccc3[C@@H]21	1	7	2
COc1ccc(C(O)=C2C(=O)C(=O)N(CCN3CCOCC3)C2c2ccc(O)cc2)c(C)c1 (stereo not given)	-9	-6	-7
COc1nn2ccsc2c1C(=O)NCCC(=O)O	.	-9	24
Cc1cc(C)cc(N2CCN(C(=O)CC3NC(=O)NC3=O)CC2=O)c1 (stereo not given)	-16	-1	11
CCOC(=O)C1CCN(C(=O)c2cc(-c3ccc(Cl)cc3)n(-c3ccccc3OC)c2C)CC1	-3	-4	-13
COc1ccc2c(C)nc(Nc3nc(O)c(C)c(=O)[nH]3)nc2c1	-8	-4	1
Cc1ccc(F)c(N2C(=O)CSC2c2ccc(NC(=O)COc3ccccc3)cc2)c1 (stereo not given)	-5	-1	-3
Cc1ccc(C(=O)N2CCN(c3cc(Cl)nc(SCC(=O)NCc4ccco4)n3)CC2C)cc1 (stereo not given)	-5	-2	-5
Cc1ccccc1-c1ncc(CN(C)Cc2ncc[nH]2)s1	-18	-2	11
Cc1ccc(NS(=O)(=O)c2cc(F)cc(F)c2)cc1C(=O)O	.	-5	0
COc1cc2nc(-c3ccc(N4C(=O)CCC4=O)cc3)oc(=O)c2cc1OC	-1	1	-7
CC(C)(C)C(=O)N1CCC(C(=O)OCC(=O)NC2(C#N)CCCCC2)CC1	.	-6	10
O=C(NCCC1CCCO1)c1cc(C2CC2)nc2ccccc12 (stereo not given)	.	-19	1
COc1cc2ccc(=O)oc2cc1O	9	-1&6	-11

Compound profiles (already shown). Order of values: mcGAS inh	hcGAS lum	NPYLR7 ag
Shown for Cc1ccc(F)c(N2C(=O)CSC2c2ccc(NC(=O)COc3ccccc3)cc2)c1 (stereo not given) = -5	-1	-3
Shown for CC(C)(C)C(=O)N1CCC(C(=O)OCC(=O)NC2(C#N)CCCCC2)CC1 = .	-6	10
Shown for Cc1ccccc1-c1ncc(CN(C)Cc2ncc[nH]2)s1 = -18	-2	11
Shown for COc1cc2ccc(=O)oc2cc1O = 9	-1&6	-11
Shown for CCOC(=O)C1CCN(C(=O)c2cc(-c3ccc(Cl)cc3)n(-c3ccccc3OC)c2C)CC1 = -3	-4	-13

More structures.
SMILES	mcGAS inh	hcGAS lum	NPYLR7 ag
Cc1nonc1OCCNC(=O)C1(N2CCCCC2)Cc2ccccc2C1	.	-4	1
Cc1nn(Cc2ccccc2)c2c1C(c1ccc(C#CCO)s1)CC(=O)N2 (stereo not given)	-14	-2	1
CC(=O)c1ccc(NC(=O)Cn2c3ccccc3c3ncn(Cc4ccccc4)c(=O)c32)cc1	-9	-2	-1
CN(Cc1ncc[nH]1)[C@@H]1CS(=O)(=O)C[C@H]1O	-10	-5	.
CC(=O)NCCNc1cc(C)nc(-c2ccccc2)n1	.	-5	-1
Cn1ncc(NC(Cc2ccccc2)c2ccccc2)c(Cl)c1=O (stereo not given)	.	-11&-2	-23&2
Cn1c(NCCN2CCCC2)nc2cc(-c3ccsc3)sc2c1=O	.	1	-6
Cc1noc(C(C)C)c1C(=O)NC1=NCCS1	4	7	-2
CC12CCC(CC1=NN=Cc1cc3c(cc1[N+](=O)[O-])OCO3)C2(C)C (stereo not given)	-8	-7	0
COc1cc(NC(=O)Cn2nc([N+](=O)[O-])c(Br)c2C)cc([N+](=O)[O-])c1	-6	-4	-5
C=CCN(CC=C)c1cc(Cl)nc(SCc2ccc(C(=O)NCc3cccc(C(F)(F)F)c3)cc2)n1	-4	-2	14
Cc1nnc2ccc(-c3cccc(NC(=O)c4cccc(C(F)(F)F)c4)c3)nn12	-7	-4	-15
Cc1ccc(-c2cc(CNCc3ccco3)no2)c(C)c1	.	-6	24
CSc1ccc(CN2C(=O)C(C)Sc3cc(Cl)ccc32)cc1 (stereo not given)	.	0	7
Cc1cc(Cl)ccc1NC1=NS(=O)(=O)c2cc([N+](=O)[O-])ccc21	1	3	-19

6 entries from above, with values under each structure.
Order of results: mcGAS inh | hcGAS lum | NPYLR7 ag
CC(=O)NCCNc1cc(C)nc(-c2ccccc2)n1
  . | -5 | -1
Cn1ncc(NC(Cc2ccccc2)c2ccccc2)c(Cl)c1=O (stereo not given)
  . | -11&-2 | -23&2
Cn1c(NCCN2CCCC2)nc2cc(-c3ccsc3)sc2c1=O
  . | 1 | -6
Cc1noc(C(C)C)c1C(=O)NC1=NCCS1
  4 | 7 | -2
CC12CCC(CC1=NN=Cc1cc3c(cc1[N+](=O)[O-])OCO3)C2(C)C (stereo not given)
  -8 | -7 | 0
COc1cc(NC(=O)Cn2nc([N+](=O)[O-])c(Br)c2C)cc([N+](=O)[O-])c1
  -6 | -4 | -5

Structures shown so far that have a CF3 group (2):
SMILES	mcGAS inh	hcGAS lum	NPYLR7 ag
C=CCN(CC=C)c1cc(Cl)nc(SCc2ccc(C(=O)NCc3cccc(C(F)(F)F)c3)cc2)n1	-4	-2	14
Cc1nnc2ccc(-c3cccc(NC(=O)c4cccc(C(F)(F)F)c4)c3)nn12	-7	-4	-15

Next section
SMILES	mcGAS inh	hcGAS lum	NPYLR7 ag
CC(C)N(CC(=O)Nc1nc(CC(=O)N2CCN(c3ccccc3Cl)CC2)cs1)C(=O)c1ccco1	-5	-8	.
O=C(O)[C@H](Cc1c[nH]c2ccccc12)N1C(=O)c2ccccc2C1=O	-11	-11	21
CC(=O)N1CCc2cc(C(=O)Nc3cccc(Cl)c3Cl)ccc21	.	-10	-15
COCc1cc(N2CCN(c3cccc(C(F)(F)F)c3)CC2)nc(SCc2ccc(C(=O)NCC3CC3)cc2)n1	-5	-15	13
CN(Cc1ccco1)C(=O)c1cccc(S(=O)(=O)N2CCCCC2)c1	-4	-2	1
Cc1cc(C2CCCN2Cc2cc3cc4c(cc3[nH]c2=O)OCO4)on1 (stereo not given)	-10	-8	.
CC(c1cc2ccccc2[nH]1)N(C)C(=O)c1cc2n(n1)CCN(C)C2 (stereo not given)	.	-3	14
Cc1nc(-n2nc(C3CC3)cc2NC(=O)COc2ccccc2F)[nH]c(=O)c1C	.	-6	4
C=CCC1(CO)CCCN(C(=O)CN2CCCC2=O)C1 (stereo not given)	-6	-9	.
COC(=O)CCCC(=O)N1CCN(c2nc3nccc(-c4ccc(C(C)(C)C)cc4)n3n2)CC1	-6	0	23
Cn1c(C2CCC2)nc2cc(C(=O)N3CCc4sccc4C3)cc(NC(=O)C3CCCO3)c21 (stereo not given)	-4	2	8
N#Cc1ccc(C(Nc2ccc(Br)c(F)c2)C(N)=O)cc1 (stereo not given)	.	-4	-2
CS(=O)(=O)/C(C#N)=C/c1cc(-c2cccs2)cs1	.	-3	4
CN(CCc1ccccn1)Cc1csc(Cc2ccc(F)cc2Cl)n1	-7	-5	2
CC1CN(C(=O)c2cc3ccsc3n2Cc2cccc(F)c2)CCN1C(=O)CCc1ccccc1 (stereo not given)	-5	-9	0
O=C(O)[C@H]1C[C@@H](C(=O)NC2CC2)CN(c2ncnc3sccc23)C1	1	2	3
CC(OC(=O)CSc1cnc2ccccc2n1)C(=O)Nc1sccc1C(N)=O (stereo not given)	.	9	0
CCc1nnsc1C(=O)NC1CC(C)N(C2CC2)C1 (stereo not given)	.	-4	-1
CCOc1ccccc1NC(=O)NC(Cc1ccccc1)C(=O)Nc1nnc(-c2ccc(OC)cc2)s1 (stereo not given)	-2	1	7
O=C(CNC(=O)C1CC1(c1ccccc1)c1ccccc1)NCCc1ccc(O)cc1 (stereo not given)	-5	-3	2
COc1cccc(Cc2nsc(N(C)CCc3ccc(OC)c(OC)c3)n2)c1	-7	-6	.
Cn1c(=O)c2[nH]c(/C=N\NC(N)=S)nc2n(C)c1=O	.	13	2
O=C(NC(Cc1ccccc1)c1ccccc1)c1cc(-c2ccc([N+](=O)[O-])cc2)nn1-c1ccccc1Cl (stereo not given)	-4	-5	-1
COc1cc(C=CC(=O)N2CCC(C)CC(C)(C)C2)ccc1OCc1ccccc1 (stereo not given)	.	-3	-9
CCNC(=O)N(Cc1cccc(OC)c1)CC1CC(c2ccc(Cl)c(Cl)c2)=NO1 (stereo not given)	-10	-9	26
COc1nc(-c2ccc(C)cc2)n(-c2ccc(NS(=O)(=O)c3ccc(F)cc3)cc2)n1	1	-2	14
O=C(Cc1cccs1)N1CC[C@@]2(O)CCN(C(=O)C3CCCC3)C[C@H]2C1	-6	-14	.
CCc1nc2ccc(C(=O)NCc3ccc4c(c3)OCO4)cn2c1N(C)Cc1ccc(OC)cc1	1	2	15
CCc1ncc2c(n1)CN(C(=O)C(c1ccccc1)c1ccccc1)C2	.	-2	1
CCN(CC)C(=O)C(NC(=O)c1ccc(F)cc1)C1CCN(S(=O)(=O)c2ccc(OC)cc2)CC1 (stereo not given)	-6	-3	-2
C#CCSc1nc(C)cc(C)c1C#N	-6	-3	2
CC(C)Cc1nc(N2CCCN(C(=O)C3CCC3)CC2)c2c(-c3ccc4ccccc4c3)noc2n1	-4	0	15
CN(C)c1ccc(C(=O)N2CCOC(COCc3c(Cl)cccc3Cl)C2)cc1 (stereo not given)	-8	-4	25
Cc1nn(CCO)cc1CN1CCCN(c2ccccc2)CC1	-15	-8	3
COc1cc2c(C)nc3c(c(C)nn3-c3ccccc3)c2cc1OC	-7	-13	1
COc1ccc(-c2cc3c(=O)n(Cc4nc(-c5cccc(Cl)c5)oc4C)ccn3n2)cc1	-8	-7	5
CC1(C(=O)NC2CCCCCC2)CCN1C(=O)C1(c2ccccc2)CC1 (stereo not given)	-3	-4	5
Cc1cccc(-c2noc(N3CCOCC3)c2CN(Cc2ccco2)C(=O)Cc2ccccc2)c1	-3	-1	6
COCCn1cc(NC(=O)Nc2cc(C)ccn2)c2ccccc21	.	-17	12
COc1ccc(-n2c(=O)[nH]c3c(C(N)=O)ncnc32)cc1OC	-5	-5	-9
COc1ccc(C(Nc2ccccn2)c2c(C)[nH]c3ccccc23)cc1 (stereo not given)	1	-1	-1
COc1ccc(-c2nn(-c3ccccc3C)cc2CN2CCCCC2CO)cc1F (stereo not given)	.	-8	-3
Cc1ccccc1NC(=O)Nc1ccc(-n2nc(OC(C)C)nc2-c2cccc(F)c2)cc1	-6	-13	19
CCCc1nc(C)cc(N2CCC(N3CCC4(CN(C)C(=O)O4)C3)CC2)n1 (stereo not given)	-6	-13	.
CC(=O)c1c[nH]c(C(=O)NC2CCCN(c3ccc(C)cc3)C2=O)c1 (stereo not given)	-2	6	8
COC(=O)C1=C(C(=O)OC)SC(=CC(=S)c2ccc(OC)cc2)S1	.	-5	8
Cc1ccccc1CN(C)C(=O)CN1C(=O)c2ccccc2S1(=O)=O	-3	5	1
Cc1noc(-c2cccc(C(F)(F)F)c2)c1C(=O)N1CCC(Cc2ccccc2)CC1	-7	-4	-2
Cc1c(C(=O)NCC2CN(CC(C)C)CCO2)oc2c(F)cccc12 (stereo not given)	.	-8	-2
Cc1cccc(-c2cc(N3CCN(C)CC3)n3nccc3n2)c1	.	-10	-1
CCCCc1cnc2c(c1SCc1ccccc1)c(=O)n(C)c(=O)n2C	-10	-8	5
Cc1ccc2c(c1)C(C)(c1ccccc1)CC(C)(C)N2C(=O)CN1CCOCC1 (stereo not given)	.	-4	1
CN1C[C@H](NC(=O)/C=C/c2ccccc2)C[C@H]1CO	-10	-4	3
Cc1cc(C)c(OCC(=O)NC(c2ccccc2)C2CC2)c(C)c1 (stereo not given)	.	-2	-3
Cc1cc(C(=O)N2CCC(C(=O)NCc3ccco3)CC2)ccc1F	.	-5	1
COc1ccc(-n2nc(C)c(C(=O)O)c2C)cc1	-4	-1	10
CC(C)c1cnc2c(c1SCC(=O)Nc1cccc3ccccc13)c(=O)n(C)c(=O)n2C	-7	-1	0
CCOc1ccc(OCC)c(S(=O)(=O)NC2CC(C)(C)NC(C)(C)C2)c1	.	4	1
COc1ccc(S(=O)(=O)CC(=O)N(Cc2cccnc2)c2nc3cc(C)c(C)cc3s2)cc1	.	-6	5
Cc1cc(C(=O)O)ccc1-c1ccc(/C=N\n2cnnc2)o1	-7	-3	-5
The list goes on:
SMILES	mcGAS inh	hcGAS lum	NPYLR7 ag
CN(C(=O)c1cc(COc2ccc3c(c2)OCO3)[nH]n1)C1CCOC1 (stereo not given)	.	1	2
COCCN(Cc1ccccc1OS(=O)(=O)c1ccc(OC)cc1)C(=O)c1cccs1	-4	-2	14
COCCNC(=O)c1ccc(OC2CCN(C(=O)C3=CCCC3)CC2)c(Cl)c1	.	-10	14
COc1ccc(C(=O)N2CCN(C(=O)c3cc(-c4ccc(Cl)cc4)n(-c4ccccc4C)c3C)CC2)cc1	-4	-9	.
OCC#Cc1csc(CN2CC[C@@H](c3ccc(F)cc3)[C@H](O)C2)c1	.	6	1
